Assay outcomes as filed in PubChem.
OX1R antag-1: antagonists of human orexin 1 receptor (OX1R). Orexin/Hypocretin receptor type 1 (Homo sapiens), O43613. OX1R-expressing cells, FRET antagonist read-out. inhibition, % at 6.6 µM. 330,000 tested, 1.8% active. AID 485270, 2010; in the data active = inhibition mostly above about 38%, no sharp cut-off; inactive = mostly below about 40%;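 note: 0% = agonist challenge alone and 100% = reference antagonist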
Target sequence (O43613 whole entry, looked up): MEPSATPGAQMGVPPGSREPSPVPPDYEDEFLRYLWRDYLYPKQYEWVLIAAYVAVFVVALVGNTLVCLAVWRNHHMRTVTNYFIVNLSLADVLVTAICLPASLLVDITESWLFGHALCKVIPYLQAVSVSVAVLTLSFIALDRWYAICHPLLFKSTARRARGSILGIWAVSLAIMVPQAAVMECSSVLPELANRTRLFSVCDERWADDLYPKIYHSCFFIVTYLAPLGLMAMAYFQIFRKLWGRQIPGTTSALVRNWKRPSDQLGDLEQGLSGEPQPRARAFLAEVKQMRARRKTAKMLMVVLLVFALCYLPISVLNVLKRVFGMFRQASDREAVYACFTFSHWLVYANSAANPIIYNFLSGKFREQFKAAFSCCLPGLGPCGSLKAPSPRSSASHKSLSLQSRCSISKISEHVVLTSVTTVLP
OX1R antag-2: OX1R (HCRTR1) antagonists, primary screen, fluorescence, CHO/OX1R cells, Fluo-8 calcium, orexin A | Fluo-8 calcium fluorescence | AID 434989, 2010 | 330,000 tested, 0.43% active | inhibition, % at 5 µM;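 active = inhibition above its plate's threshold, mean inhibition of all tested compounds on the plate plus 3 SD, cut at about 37% in these data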;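 note: 0% = orexin A challenge wells and 100% = SB-334867-A antagonist wells; not every result past the cut was called active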
* = called active by the depositor.

SMILES	OX1R antag-1	OX1R antag-2
CC1CCN(c2nc3ccccc3nc2C(C#N)C(=O)OC2CCCCC2)CC1 (stereo unspecified)	7	-6
CN(C)S(=O)(=O)Nc1ccc(C(=O)O)cc1	7	-7
CCOC(=O)c1ccc(NC(=O)CSc2ccc(-c3cccnc3)nn2)cc1	1	-27
CCCS(=O)(=O)N1CCN(C(=O)c2cccc(OC)c2)CC1	11	-13
C=CCn1c(CCCNC(=O)c2ccccc2OC)nc2ccccc21	7	-27
CN(CC(=O)Nc1ccccc1Cl)C(=O)COC(=O)/C=C/c1cccs1	7	-9
CCN(CC)CCCN1C=C2C(=O)C(C)(OC(=O)CCC(=O)OC)C(=O)C(Br)=C2C=C1c1ccc(OC)cc1 (stereo unspecified)	25	-1
C#Cc1ccc([C@@H]2C=C(C(=O)N3CCOCC3)O[C@H](OCC)[C@H]2CCCO)cc1	-1	-17
Cc1ccc([N+](=O)[O-])cc1-c1ccc(/C=C(\C#N)c2[nH]nc(N)c2C#N)o1	15	0
O=C(CCCc1ccccc1)Nc1ccc2c(c1)OCCO2	18	-11
COc1ccc(/C=N/Nc2nc(C)nc(N)n2)cc1	-5	-24
CCCN1CCc2c(sc(NC(=O)c3ccc(S(=O)(=O)N4CCCC4)cc3)c2C(N)=O)C1	3	-8
O=C(NC(NC(=S)Nc1ccc(Cl)c(Cl)c1)C(Cl)(Cl)Cl)c1ccco1 (stereo unspecified)	30	27
COC(=O)c1ccc(C)c(NC(=O)COC(=O)C2CC3CCCC(C2)C3=O)c1 (stereo unspecified)	13	-13
Cc1cc(C(=O)Nc2ccc(S(=O)(=O)Nc3nccs3)cc2)c(C)o1	7	-5
O=C(Nc1ccc(Cl)cn1)c1cc2ccccc2o1	33	-3
CC(=S)/C=C1\Sc2ccccc2N1C	11	-10
O=C(c1cccs1)N1CCCC(c2nc3c(nnn3Cc3ccccc3)c(=O)[nH]2)C1 (stereo unspecified)	9	-40
CC(=O)NCCn1c(C)cc2ccccc21	27	0
COc1ccc(-c2cc(C)no2)cc1S(=O)(=O)N1CCCCC1	10	7
S=C(NC1CCCCC1)N1CCn2cccc2C1c1ccncc1 (stereo unspecified)	25	-6
Cc1nc2ccccc2c(C)c1CC(=O)OC(C)C(=O)NC1(C#N)CCCCC1 (stereo unspecified)	13	-37
CCCCNC(=O)NCC(=O)Nc1ccc(F)c(F)c1	20	-16
COC(=O)c1c(NC(=O)c2ccn(C)n2)sc2c1CCC2	41	-14
COc1ccc(NC(=O)CN(c2ccc(OC)cc2)S(=O)(=O)c2c(C)nn(C)c2C)cc1	18	-10
CNc1oc(C)nc1S(=O)(=O)c1ccccc1	25	-8
COc1ccc(-n2nc3c(c2NC(=O)Cc2cccc(C)c2)CS(=O)C3)cc1 (stereo unspecified)	13	-10
C=C(C)COc1ccc(-c2nc(N)ncc2-c2ccc(Br)cc2)c(O)c1	7	-30
CCn1c(CSCc2c(Cl)cccc2Cl)n[nH]c1=S	11	2
Nc1ccc(Nc2nc(-c3ccncc3)cs2)cc1	3	-3
Clc1ccccc1/C=C/c1nc(-c2cccnc2)no1	17	-17
CC(=O)NC(Cc1c[nH]c2ccccc12)C(=O)OCC(=O)Nc1cc(C)on1 (stereo unspecified)	21	-1
O=C(Cn1ncc2c3ccccc3n(Cc3cccc(Cl)c3)c2c1=O)NCc1ccccn1	13	-23
COc1ccc(NS(=O)(=O)c2ccc3oc(=S)[nH]c3c2)cc1	3	-13
COc1cc(-c2cn[nH]c2N)cc(OC)c1OC	4	-18
COc1cccc(N2CCN(C(=O)Nc3ccccc3Cl)CC2)c1	1	-19
O=C(Cc1ccccc1Cl)N1CCN(c2ncccn2)CC1	6	-7
CCCCCc1c(C)nc(Nc2nc(C)c3cc(OC)ccc3n2)[nH]c1=O	4	-9
NNC(=O)c1ccc(CSc2nc3ccccc3s2)cc1	18	-20
Cn1c(Cc2cccs2)nnc1SCC(=O)Nc1ccccc1	8	-20
CC(=O)Nc1ccc(NC(=O)C(Cc2ccccc2)NC(=O)C2CCCCC2)cc1 (stereo unspecified)	18	-10
Cc1c(Cl)cccc1NC(=O)Cn1cc(C(F)(F)F)cc(Cl)c1=O	1	6
CCCc1cc(Nc2ccccc2C)n2ncnc2n1	4	-16
CC(C)(C)SCCNC(=O)/C=C/c1ccc(F)cc1	8	-2
CCC(C)N(C)Cc1cccc(C2(O)CCN(S(=O)(=O)c3ccc(F)cc3)CC2)c1 (stereo unspecified)	10	-21
Cc1cccc(C)c1NC(=O)CSc1nc2ccccc2c(=O)[nH]1	13	-21
Clc1cccc(CNCCCSc2ncccn2)c1Cl	2	-6
COc1ccc(-c2cc(C(=O)NCC3CCCO3)c3ccccc3n2)c(OC)c1 (stereo unspecified)	27	-42
C/C(=N\NC(=O)Cc1ccccc1[N+](=O)[O-])c1cccnc1	8	-20
O=C(NCC1CCCO1)c1cccc(NC(=O)c2ccco2)c1 (stereo unspecified)	22	-6
CC(=O)CC(c1ccccc1)S(=O)(=O)c1ccc([N+](=O)[O-])cc1 (stereo unspecified)	13	-8
O=C(CCCN1C(=O)/C(=C/c2ccccc2Cl)SC1=S)NNC(=O)c1ccncc1	13	-25
CC(=O)Nc1ccccc1-c1nc2ccc(C(=O)N3CCN(c4cccc(C)c4)C(C)C3)cc2[nH]c1=O (stereo unspecified)	12	-24
CC1=NN(C(=O)COc2ccccc2)C(O)(c2ccccc2)C1 (stereo unspecified)	7	-13
O=C1c2ccccc2C(=O)N1OS(=O)(=O)c1ccc(F)cc1	1	9
CCN1CCCC1CNC(=O)c1ccc2c(c1)N(Cc1ccccc1F)C(=O)c1ccccc1S2(=O)=O (stereo unspecified)	6	-10
CC1CN(C(=O)COC(=O)c2ccccc2O)CC(C)O1 (stereo unspecified)	7	-3
CC(=O)CSc1ncnc2scc(-c3ccc(F)cc3)c12	14	-37
O=c1c2[nH]c3ccccc3c2nc2n1CCS2	9	5
O=C(NCc1ccccc1)NC(=O)c1ccccc1F	17	-16

Going on with the list:
SMILES	OX1R antag-1	OX1R antag-2
O=C(NCCN1CCOCC1)c1ccc2c(c1)N(Cc1ccccc1F)C(=O)CS2	20	-34
O=C(C1CCCN(S(=O)(=O)c2cccs2)C1)N1CCN(C2CCCCC2)CC1 (stereo unspecified)	18	-31
NC(=O)c1ccc(-c2ccc(Br)cc2)o1	16	-10
CC1(C)C(=O)Nc2ccccc2N1C(=O)COc1cc(Cl)ccc1Cl	15	-14
Cc1c(OCC(=O)N2CCN(c3ccccc3)CC2)ccc2c3c(c(=O)oc12)CCCC3	7	-28
CCOc1ccc(CN2CCN(Cc3ccc(C)o3)CC2CCO)cc1 (stereo unspecified)	-1	-12
O=C(CCCCCN1C(=O)C2C3C=CC(C3)C2C1=O)Nc1nccs1 (stereo unspecified)	11	-1
O=C(NC1CCCCCC1)C1CCN(S(=O)(=O)c2ccc(F)cc2)CC1	7	-3
O=C1c2cccc3c([N+](=O)[O-])ccc(c23)C(=O)N1CCc1ccccn1	9	1
O=C(O)CN1C(=O)CC(c2ccccc2)CC1=O	15	5
CC(=O)Nc1ccc(NC(=O)COC(=O)c2ccc(S(=O)(=O)NCc3ccco3)cc2)cc1	4	-3
Cc1cc2oc(C(=O)NCc3ccc(S(N)(=O)=O)cc3)c(C)c2cc1C	12	0
CC(=O)NN1C(=O)c2ccc(Oc3ccc([N+](=O)[O-])cc3)cc2C1=O	19	1
Cn1ccsc1=NC(=O)c1cccc(OC(F)F)c1	0	-21
Cc1cc(NC(=O)COC(=O)C2CCCN2C(=O)c2cccs2)no1 (stereo unspecified)	7	-20
Cc1ccccc1NS(=O)(=O)c1ccc(C(=O)N2CCCC2)cc1	18	-15
Cc1ccc(-c2c[n+](CC(=O)Nc3nc(-c4ccc(F)cc4)cs3)c3n2CCC3)cc1	5	7
Cc1cc2n(n1)C(c1cn(-c3ccccc3)nc1C)Nc1c(C)cccc1-2 (stereo unspecified)	11	-25
Cc1cc(NCCCn2ccnc2)n2c(nc3ccccc32)c1C#N	28	-34
Cc1ccc2occ(C(c3nnnn3Cc3ccccc3)N3CCOCC3)c(=O)c2c1 (stereo unspecified)	25	-39
CC(=O)c1ccc(N2CCN(Cc3nc4ccccc4[nH]3)CC2)cc1	22	-23
CC(c1nnnn1C(C)(C)C)N(Cc1cccnc1)Cc1ccccc1Cl (stereo unspecified)	9	-30
Cc1ccc(NNC(=O)c2cccs2)cc1Cl	6	-25
CCOC(=O)CC(NC(C)=O)c1ccc([N+](=O)[O-])cc1 (stereo unspecified)	20	2

2 compounds picked at random from the list so far:
SMILES	OX1R antag-1	OX1R antag-2
Cn1ccsc1=NC(=O)c1cccc(OC(F)F)c1	0	-21
Cc1cc(NCCCn2ccnc2)n2c(nc3ccccc32)c1C#N	28	-34

3 entries from above, field by field.
SMILES: Cc1ccccc1NS(=O)(=O)c1ccc(C(=O)N2CCCC2)cc1
  OX1R antag-1: 18
  OX1R antag-2: -15
SMILES: Cc1ccc(-c2c[n+](CC(=O)Nc3nc(-c4ccc(F)cc4)cs3)c3n2CCC3)cc1
  OX1R antag-1: 5
  OX1R antag-2: 7
SMILES: Cc1cc2n(n1)C(c1cn(-c3ccccc3)nc1C)Nc1c(C)cccc1-2 (stereo unspecified)
  OX1R antag-1: 11
  OX1R antag-2: -25

(list continues)
SMILES	OX1R antag-1	OX1R antag-2
O=S(=O)(NCC(c1cccnc1)N1CCN(Cc2ccccc2)CC1)c1cc(F)ccc1F (stereo unspecified)	1	-39
NNC(=O)c1cccc(Cn2cc(Br)c([N+](=O)[O-])n2)c1	14	-33
COc1cccc(C2C3=C(CCCC3=O)Nc3[nH]n(-c4ccccc4)c(=O)c32)c1 (stereo unspecified)	24	-4
CN(CC(=O)Nc1ccc(N2CCOCC2)cc1)C(=O)c1cccc(Cl)c1Cl	6	-21
Cc1c(NC(=O)C(C)OC(=O)c2cc(-c3cccc4ccccc34)nc3ccccc23)c(=O)n(-c2ccccc2)n1C (stereo unspecified)	19	-22
CC(OC(=O)c1cc(=O)[nH]c2ccccc12)C(=O)N1C(C)CCCC1C (stereo unspecified)	6	-33
CCOC(=O)C1CCN(c2c(NCc3ccc(C(=O)NCCC(C)C)cc3)c(=O)c2=O)CC1	15	-1
CCN(CC)CCCN(Cc1cc2cc3c(cc2[nH]c1=O)OCCO3)C(=O)Nc1ccc(F)cc1	13	-14
COc1cccc(COC(=O)c2cc(=O)[nH]c3ccc(S(=O)(=O)N4CCOCC4)cc23)c1OC	6	-10
C/C(=C(\C#N)C(=O)NC1CCCCC1)N(C)C	26	-4
CCOC(=O)N1CCC(=C2c3ccc(Cl)cc3CCc3cccnc32)CC1	9	-41
COc1cccc(OCc2nnc(-c3cccs3)o2)c1	18	-21
Cc1nn(CC(=O)NCc2ccccc2Cl)c(C)c1[N+](=O)[O-]	17	-7
Cc1cccc(-n2c(SCC(N)=O)nc3c(c2=O)C2(CCCC2)Cc2ccccc2-3)c1	14	-20
COc1ccc(/C=C/C(=O)Nc2cc(C(F)(F)F)ccc2Cl)cc1OC	37	-19
COc1ccc(CCNC(=O)c2ccccc2NS(=O)(=O)c2cc(C(=O)O)ccc2OC)cc1	7	-11
O=C(Nc1cccc(O)c1)c1ccccc1	20	-1
COc1ccc(S(=O)(=O)N2CCC3(CC2)OCCN3S(=O)(=O)c2c(C)cc(C)cc2C)cc1	4	-12
C=C(C)c1ccccc1NC(=O)CCN1C(=O)c2ccccc2S1(=O)=O	15	-10
CCC[C@@H]1CCCO[C@@](C(=O)NCc2ccc(S(C)(=O)=O)cc2)(C(F)(F)F)C1	26	-13
Cc1[nH]c(=O)[nH]c(=O)c1S(=O)(=O)N1CCCC(C(=O)NCCC2=CCCCC2)C1 (stereo unspecified)	18	-19
O=[N+]([O-])c1cc(C(F)(F)F)ccc1NCCc1ccccn1	20	-2
CCC(CC)c1nnc(NC(=O)C2=COCCO2)s1	-4	-14
CCc1ccccc1N(C(=O)Cn1nnc2ccccc21)C(C(=O)NCCOC)c1ccco1 (stereo unspecified)	21	-27

Four entries from above, ordered by SMILES length, rising.
SMILES	OX1R antag-1	OX1R antag-2
CCC(CC)c1nnc(NC(=O)C2=COCCO2)s1	-4	-14
C=C(C)c1ccccc1NC(=O)CCN1C(=O)c2ccccc2S1(=O)=O	15	-10
COc1ccc(CCNC(=O)c2ccccc2NS(=O)(=O)c2cc(C(=O)O)ccc2OC)cc1	7	-11
Cc1[nH]c(=O)[nH]c(=O)c1S(=O)(=O)N1CCCC(C(=O)NCCC2=CCCCC2)C1 (stereo unspecified)	18	-19

Carrying on.
SMILES	OX1R antag-1	OX1R antag-2
CCC1CSC(Nc2ccc(C(=O)/C=C/c3ccc(OC)c(OC)c3)cc2)=N1 (stereo unspecified)	15	-18
O=C(Cn1ccccc1=O)Nc1ccc(Cl)c(S(=O)(=O)N2CCCCC2)c1	5	14
CCCNC(=O)c1onc(CSc2ccc(F)cc2)c1C(=O)NCCC	6	-31
Cc1cccc(OCCNC(=O)c2cc(-n3cnnc3)ccc2Cl)c1	20	-4
Cc1noc(C)c1COC(=O)[C@@H](NC(=O)c1ccccc1)C(C)C	15	-40
O=C(CCNC(=O)c1ccc(Cl)cc1)Nc1ccccc1Cl	-4	-13
CN(CC(=O)Nc1ccc(Cl)c(C(F)(F)F)c1)C(=O)c1cc(-c2ccncc2)nc2ccccc12	21	-5
COC(=O)c1cc(C(=O)OCC(=O)Nc2ccccc2OC(F)F)cc([N+](=O)[O-])c1	24	-12
O=C(O)c1ncc(-c2ccccc2)cn1	6	-12
Cc1cc(C)cc(NS(=O)(=O)c2ccc(NC(=O)c3ccccc3C(=O)O)cc2)c1	8	-19
O=C(c1cc2cc(Br)ccc2o1)N1CCCCC1	7	-21

This is a random part of the collection, and some 2% of all compounds hit somewhere here.
